AmpC no deterg = qHTS Inhibitors of AmpC Beta-Lactamase (assay without detergent); AID 485341, 2010; hit rate 0.52% among 330,000; Potency, µM (titrated, usually from 57.1 µM), for inactives: at the top dose activity change, negative = inhibition, hits mostly inhibitors; AmpC nitrocefin hydrolysis, absorbance 480 nm, 0.0001% Triton;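 note: potency is the fitted concentration of half-maximal effect; plate controls were no compound for no effect and no enzyme for full effect; nearly all actives have a fitted effect of over 20% in size; some results filed as inactive show a strong effect at the top dose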
Target sequence (P00811 whole entry, looked up): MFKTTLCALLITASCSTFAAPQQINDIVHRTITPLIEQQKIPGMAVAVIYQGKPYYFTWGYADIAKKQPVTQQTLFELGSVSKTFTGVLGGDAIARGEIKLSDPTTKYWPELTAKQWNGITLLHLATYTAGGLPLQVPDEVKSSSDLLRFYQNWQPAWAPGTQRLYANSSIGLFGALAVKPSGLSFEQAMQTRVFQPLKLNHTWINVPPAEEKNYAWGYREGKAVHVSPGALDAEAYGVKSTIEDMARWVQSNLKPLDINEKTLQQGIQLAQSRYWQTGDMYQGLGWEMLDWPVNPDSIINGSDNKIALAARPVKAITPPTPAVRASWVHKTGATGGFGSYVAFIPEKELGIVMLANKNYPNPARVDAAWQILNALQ
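20 mM phosphate pH 7.0 + 0.01% (detergent screen) or 0.0001% Triton X-100; 5.3 nM AmpC reagent; cpd preinc 15 min RT; nitrocefin (800 uM stock) to start; A480 q20 s × 4 min; Activity was normalised to no-enzyme and no-compound control wells.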
HCV inhibitor = qHTS Assay for Inhibitors of Hepatitis C Virus (HCV). Potency, µM (doses to about 41.8 µM), for inactives: top-dose activity change, negative = inhibition, actives largely listed as inhibitors. Huh7.5.1 HCVcc-Cre infection, luciferase reporter, 44 h. hit rate 3.4% among 340,000; note: potency is the fitted concentration of half-maximal effect
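A cell-based infection assay in which seeded cells (1,000 per well) receive test compound after 4 h, are inoculated with HCVcc-Cre at approximately 0.5 moi, and are incubated 44 h before luminescence detection.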
TbPYK inhibitor = qHTS of Trypanosoma Brucei Inhibitors | TbPYK enzyme, Kinase-Glo Plus ATP luminescence, 45 min | Potency, µM (titrated, usually from 76.8 µM), for the others: at the highest dose activity, negative = inhibition, usual class: inhibitors | hit rate 0.12% among 410,000; note: potency is the fitted concentration of half-maximal effect; nearly all actives have a fitted effect of over 50% in size
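Assay buffer: 50 mM TEA pH 7.2, 100 mM KCl, 10 mM MgCl2, 0.05% BSA, 0.01% Tween-20. Pyruvate kinase from T. brucei plus substrate met compound, then ADP (130 uM final). Luminescence was read post 45 min RT.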
AMA1 RON2 block = qHTS for Inhibitors of AMA1-RON; Towards Development of Antimalarial Drug Lead: Primary Screen | Plasmodium falciparum AMA1 (3D7) - RON2 peptide interaction | AlphaScreen AMA1-biotinylated RON2 peptide binding | Potency, µM (highest dose often 58.2 µM), inactives show at the highest dose activity change, negative = inhibition, most hits filed as inhibitors | hit rate 0.2% among 360,000;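 note: potency is the fitted concentration of half-maximal effect; 0% = vehicle wells and -100% = peptide control; nearly all actives have a fitted effect of over 45% in size; some results filed as inactive show a strong effect at the top dose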
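AMA1 (3D7) with his tag at 25 nM final met compounds first, then biotinylated RON2 peptide at 25 nM; detection used donor plus acceptor beads, 10 µg/mL apiece, read by AlphaScreen after 30 min at room temperature.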
AmpC detergent = qHTS Inhibitors of AmpC Beta-Lactamase (assay with detergent) | P00811 | Potency, µM (top dose mostly 114 µM), for inactives: top-dose activity change, negative = inhibition, usual class: inhibitors | AID 485294, 2010 | hit rate 0.041% among 370,000 | AmpC hydrolysis of nitrocefin, absorbance 480 nm, 0.01% Triton;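 note: potency is the fitted concentration of half-maximal effect; 0% = no-compound wells and -100% = no-enzyme wells; nearly all actives have a fitted effect of over 25% in size; some results filed as inactive show a strong effect at the top dose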
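20 mM phosphate pH 7.0 + 0.01% (detergent screen) or 0.0001% Triton X-100; 5.3 nM AmpC reagent; cpd preinc 15 min RT; nitrocefin (800 uM stock) to start; A480 q20 s × 4 min; Activity was normalised to no-enzyme and no-compound control wells.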
LmPK inh = qHTS Assay for Inhibitors of Leishmania Mexicana Pyruvate Kinase (LmPK) | hit rate 0.37% among 290,000 | purified LmPK, Kinase-Glo ATP luminescence, 1 h | AID 1721, 2009 | Potency, µM (doses to about 57.5 µM), inactives show at the highest dose activity change, negative = inhibition, most hits filed as inhibitors; note: potency is the fitted concentration of half-maximal effect
Target sequence (Q27686 whole entry, looked up): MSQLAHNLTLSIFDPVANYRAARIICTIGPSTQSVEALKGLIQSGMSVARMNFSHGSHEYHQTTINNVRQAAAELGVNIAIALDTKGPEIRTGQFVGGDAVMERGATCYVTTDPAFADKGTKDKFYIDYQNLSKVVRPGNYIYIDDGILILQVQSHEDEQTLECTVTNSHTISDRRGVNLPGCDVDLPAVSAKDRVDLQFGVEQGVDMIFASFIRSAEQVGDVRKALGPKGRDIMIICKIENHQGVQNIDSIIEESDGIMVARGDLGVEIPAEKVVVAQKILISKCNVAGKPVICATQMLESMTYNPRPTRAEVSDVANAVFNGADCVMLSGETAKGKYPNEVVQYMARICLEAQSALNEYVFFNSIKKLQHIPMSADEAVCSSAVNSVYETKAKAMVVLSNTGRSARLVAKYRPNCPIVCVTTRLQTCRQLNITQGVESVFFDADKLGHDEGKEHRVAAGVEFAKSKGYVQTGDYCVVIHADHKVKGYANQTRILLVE
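Screened at intermediate enzyme activity to detect both inhibitors and activators: LmPK at 0.1 nM, with a 0.5 nM enzyme column as activation reference. PEP 0.5 mM, ADP 0.1 mM; ATP detected by luminescence after 1 h.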
HCMV inh = qHTS Assay for inhibitors of the human cytomegalovirus (HCMV). HFF cells, HCMV-luciferase reporter, 72 h; stronger effect = lower value. activity change, negative = inhibition, % at 57.5 µM. hit rate 4.5% among 410,000; in the data active = activity change below about -60%; inconclusive = no clear call, values can overlap the other calls; inactive = above about -39%
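Human foreskin fibroblasts infected with luciferase-reporter HCMV at MOI 1 PFU/cell, compounds at two doses. Luciferase measured 72 h post infection; normalized to buffer-only basal and Salinomycin (10uM) controls.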
* hit, by the source's call; u = inconclusive; x = no result given; & = joins results of further samples; [ ] = remark or other dose. Unless noted, calls come from the whole dose curve; as a rule, active = well fitted curve in the direction sought with a large enough effect; inconclusive = small, poorly fitted or top-dose-only effect, or another doubt; inactive = no such curve, though single readings can be large; an effect the other way counts as inactive or inconclusive. Unless noted, % is set by controls: 0 for no effect and ±100 for the full control effect.

SMILES	AmpC no deterg	HCV inhibitor	TbPYK inhibitor	AMA1 RON2 block	AmpC detergent	LmPK inh	HCMV inh
CCN1C(=O)C(O)(CC(=O)c2ccccn2)c2ccccc21 (stereo not drawn)	-12%	8%	x	-5%	-1%	-3%	13
Cc1cc(C)nc(N(C#N)Cc2cccc([N+](=O)[O-])c2)n1	-15%	0%	-2%	4%	-4%	1%	-33
COc1ccc(NC2=NCCCS2)cc1OC	-18%	-17%	-5%	-5%	6%	-1%	-33
O=C(COc1ccccc1)N1c2ccccc2Sc2ccccc21	-5%	u	-15%	-9%	-1%	5%	-39
Cc1nc2ccccc2nc(C)c1=NOCc1cccc(F)c1	32%	-6%	2%	-21%	-3%	3%	u
CC1(C(=O)Nc2ccc(F)cc2F)CCN1C(=O)Cc1ccccc1 (stereo not drawn)	x	x	5%	-2%	x	x	-3
Cc1c(F)cccc1NC(=O)CCC(=O)O	-23%	5%	3%	-15%	0%	-2%	-2
Cc1ccccc1-c1cc(-c2ccccc2O)n[nH]1	-16%	7.1µM*	u	78%[activator]	-8%	-1%	155
Cc1sc(NC(=O)C2CSC3(C)CCC(=O)N23)nc1-c1ccccc1 (stereo not drawn)	49%	u	-4%	-13%	8%	x	-22
CCc1ccc(-n2c(N3CCN(c4cccc(C)c4C)CC3)nc3ccccc3c2=O)cc1	x	x	1%	x	3%	x	u
COc1cccc(N2C(=O)C3CC=C(Cl)CC3C2=O)c1 (stereo not drawn)	-7%	5%	2%	1%	-10%	0%	2
O=C(NNC(=S)NC1CCCCC1)c1ccccc1Br	-21%	5%	1%	96%[activator]	2%	6%	-24
CC(=O)C1=CN(Cc2ccccc2)CCC1=O	x	-18%	-12%	-3%	x	x	-5
O=C(Cc1c(O)c2ccccc2[nH]c1=O)NCc1ccc(F)cc1	-4%	-1%	-11%	-5%	2%	4%	0
COc1ccc(/C=C2\SC(=O)N(CC(=O)Nc3ccc(F)cc3)C2=O)cc1O	-32%	7%	-11%	8%	3%	-2%	83
COc1ccc(Cl)cc1NC(=O)C1CC(c2ccccc2Cl)=NO1 (stereo not drawn)	x	x	-2%	0%	x	x	-15
COc1cccc(C(c2sc3nc(C)nn3c2O)N2CCC3(CC2)OCCO3)c1 (stereo not drawn)	-2%	21%	-4%	-9%	u	0%	u
O=C(c1ccccc1SCc1ccc(F)cc1)N1CCOCC1	40%	4%	0%	-6%	-4%	15%	-16
COc1ccc(CNc2ncc(-c3ccc(F)cc3)n2C)c2ccccc12	-24%	1%	18%	u	-16%	-7%	-84*
CCS(CC)=NS(=O)(=O)c1ccc(NC(C)=O)cc1	-19%	1%	4%	2%	-8%	2%	-4
O=C(CN1C(=O)C2C3C=CC(C3)C2C1=O)Nc1ccc(S(=O)(=O)N2CCCCC2)cc1 (stereo not drawn)	-7%	u	-4%	-4%	-4%	-1%	-11
Cc1nn(C)c(C)c1NC(=O)c1cc2nc(-c3ccco3)cc(C(F)(F)F)n2n1	68%[activator]	-4%	4%	-22%	-7%	-4%	46
COc1ccc([C@H]2C[C@@H](O)C[C@@H](CCn3cc(-c4ccccc4)nn3)O2)cc1	x	x	6%	-2%	x	x	1
O=C(/C=C/c1ccccc1)Nc1ncn[nH]1	-5%	u	2%	12%	-2%	-15%	8
O=C(N[C@H](Cc1cc(=O)[nH]c2ccccc12)C(=O)O)c1ccc(Cl)cc1	-15%	-1%	-8%	-22%	-3%	0%	26
CCc1cccc(NC(=O)c2ccc(CNS(=O)(=O)c3ccc4c(c3)C(C)(C)C(=O)N4C)cc2)c1	x	x	-2%	x	-13%	x	u
COc1ccc(C(=O)N2CCN(CCNC(=O)C(=O)Nc3ccc(F)cc3)CC2)cc1OC	37%	-14%	-4%	6%	-2%	2%	11
CCn1c(SCC(=O)n2c(C)c(C)c3ccccc32)nnc1-c1ccco1	-9%	0%	-5%	-13%	6%	6%	-26
O=C(c1ccccc1)N1CCOC12CCN(c1ncc(C(F)(F)F)cc1Cl)CC2	-16%	8%	5%	2%	1%	1%	-61*
O=[N+]([O-])c1ccc(N2CCN(S(=O)(=O)c3cnc[nH]3)CC2)cc1	-7%	4%	1%	-1%	-7%	6%	-17
CC(=O)C1=C(C)N(CC2CC2)C(=O)N[C@H]1c1ccc(Br)cc1	-24%	u	2%	-3%	u	2%	-12
CCCCNC(=O)c1ccc2c(c1)ncn2C1CCCCC1	-7%	0%	0%	7%	1%	1%	-3
CC(=O)c1cccc(S(=O)(=O)N2CCC(C(=O)NC3CCCC3)CC2)c1	2%	4%	29%	-7%	-7%	x	4
Cc1c(C(=O)Nc2c(F)cccc2F)sc2ncn(Cc3ccccc3F)c(=O)c12	x	x	0%	x	0%	x	-24
CCOc1ccc2[nH]c(O)c(NC(C)=O)c2c1	-9%	8%	-12%	-5%	-11%	-4%	23
CN(C)CCCCCCCCCCC(=O)/C=N/O	x	-11%	1%	0%	x	x	-24
O=C(Nc1ccccc1)c1ccc(S(=O)(=O)N2CCC(C(=O)O)CC2)cc1	-8%	13%	-2%	-2%	4%	-10%	3
CC1=C(C(=O)OC2CCCC2)C(c2c(F)cccc2Cl)CC(=O)N1 (stereo not drawn)	x	x	-3%	x	10%	x	u
Cc1cccc(C)c1NC(=O)C(NC(=O)CN1C(=O)c2ccccc2C1=O)c1ccccc1 (stereo not drawn)	-8%	13%	-11%	-5%	u	0%	12
CN(CC(=O)Nc1cc(S(=O)(=O)N2CCCC2)ccc1Cl)Cc1ccc2c(c1)OCO2	0%	6.3µM*	-1%	-7%	-9%	x	u
O=C(Nc1ccc(Br)c(C(F)(F)F)c1)c1ccccc1	-51%	-27%	-10%	1%	-17%	3%	-90*
O=C1C=CC2C(c3ccc4c(c3)OCO4)CC1N2Cc1ccccc1 (stereo not drawn)	-16%	15%	6%	-5%[11.6 µM]	-8%	0%	-18
Cc1ccccc1OCC(=O)Nc1nc(C)c(C(=O)N(C)C)s1	u	24%	-18%	-2%	-14%	4%	1
CCCCn1c(SCC(=O)Nc2cc(NC(=O)c3ccco3)ccc2C)nc2ccccc2c1=O	-18%	u	0%	1%	u	14%	-76*
CC(CNC(=O)C1CCN(S(=O)(=O)c2ccc3c(ccn3C)c2)CC1)c1ccccc1 (stereo not drawn)	x	x	0%	x	-4%	x	-3
O=C(Nc1ccccc1)c1nc[nH]c1C(=O)Nc1ccccc1F	x	x	-5%	129%[activator]	x	x	u
COc1ccc(N(CC(=O)Nc2cc(Cl)ccc2OC)C2=NC3CS(=O)(=O)CC3S2)cc1 (stereo not drawn)	-2%	9%	-2%	0%	-6%	1%	-4
CN(C)c1cc[n+](CC[n+]2ccc(N(C)C)cc2)cc1	-9%	3%	-1%	6%	-12%	x	8
C=CCOc1ccc(/C=C\c2nc(O)c([N+](=O)[O-])c(=O)[nH]2)cc1OC	-23%	9%	-1%	-6%	-13%	-5%	x
O=C(CC[C@H]1O[C@@H](n2cnc3c(NC(=O)c4ccccc4)ncnc32)[C@H](O)[C@@H]1O)N[C@@H](CO)c1ccccc1	x	x	-3%	0%	x	x	4
COc1ccc(C(=O)Nc2cc3c(cc2N2CCOCC2)n(C)c(=O)n3C)cc1OC	-11%	-13%	0%	14%	5%	-1%	x
N#CC1=C(SCC(=O)NCc2ccccc2)NC(=O)CC1c1ccco1 (stereo not drawn)	u	3%&-5%	u	-19%	2%	14%	-39
CCCc1nc(N)c(C#N)c(N)c1C#N	-22%	-4%	0%	0%	-10%	2%	9
CN(C)CCCNc1nc2cc(-c3cncnc3)sc2c(=O)n1C	x	x	-2%	15%	x	x	-2
CCC(C(=O)Nc1cc(OC)ccc1OC)n1nc(-c2ccccc2)c2c(c1=O)CCCC2 (stereo not drawn)	x	x	1%	x	-2%	x	-31
CCCCN(CC)C(=O)C1CCC(CNS(=O)(=O)c2cccc3nsnc23)CC1 (stereo not drawn)	70%[activator]	5%	6%&2%	14%	-8%&-6%	-3%	-31&-19
O=C(Cn1nc(CNc2ccc(Cl)cc2)[n+]2c1CCCCC2)c1ccc(Br)cc1	185%[activator]	41%[activator]	3%	-17%	2%	2%	15
O=C1CCCC2=C1C(c1ccccc1)CC(=O)N2c1ccc(F)cc1F (stereo not drawn)	30%	13%	1%	-4%	3%	18%	-21
CCN(C(=O)CN1C(=O)NC(c2ccccc2)(c2ccccc2)C1=O)c1ccccc1	15%	6%	-8%	-2%	2%	-5%	-2
COc1ncccc1-c1nnn(-c2ccc(C)cc2)n1	16%	u	-11%	27%	-2%	-25%	25

The closing 6 compounds of the section before come first, to join the parts.
SMILES	AmpC no deterg	HCV inhibitor	TbPYK inhibitor	AMA1 RON2 block	AmpC detergent	LmPK inh	HCMV inh
CCC(C(=O)Nc1cc(OC)ccc1OC)n1nc(-c2ccccc2)c2c(c1=O)CCCC2 (stereo not drawn)	x	x	1%	x	-2%	x	-31
CCCCN(CC)C(=O)C1CCC(CNS(=O)(=O)c2cccc3nsnc23)CC1 (stereo not drawn)	70%[activator]	5%	6%&2%	14%	-8%&-6%	-3%	-31&-19
O=C(Cn1nc(CNc2ccc(Cl)cc2)[n+]2c1CCCCC2)c1ccc(Br)cc1	185%[activator]	41%[activator]	3%	-17%	2%	2%	15
O=C1CCCC2=C1C(c1ccccc1)CC(=O)N2c1ccc(F)cc1F (stereo not drawn)	30%	13%	1%	-4%	3%	18%	-21
CCN(C(=O)CN1C(=O)NC(c2ccccc2)(c2ccccc2)C1=O)c1ccccc1	15%	6%	-8%	-2%	2%	-5%	-2
COc1ncccc1-c1nnn(-c2ccc(C)cc2)n1	16%	u	-11%	27%	-2%	-25%	25
COc1cc(C2C(C#N)=C(N)Oc3cc4c(cc32)OCO4)cc(OC)c1OC (stereo not drawn)	-3%	26%	2%	5%	0%	-7%	-86*
CCCCC[C@@H]1C=C(C(=O)O)[C@H](c2ccc(Br)cc2)N1S(=O)(=O)c1ccc(C)cc1	-10%	14%	-1%	1%	x	x	-22
CCc1cc(C(=O)c2ccc(OC)cc2)c(NC(=O)CCC(=O)O)s1	-29%	19%	1%	-4%	0%	7%	-10
COC(=O)c1cc(C(=O)OC)n(Cc2ccc(Cl)cc2Cl)n1	10%	u	-4%	6%	u	4%	14

Screening data from PubChem.
